Hsp70 act – Hsp70 transcriptional activation, primary screen; AID 1203; activation, % at 10 µM; HeLa Hsp70 promoter luciferase reporter, luminescence; scaled: vehicle 0, proteasome-inhibitor control 100%; 200,000 tested, 0.04% active;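 active = activation above the mean across all tested compounds plus 3 SD, cutoff set per campaign, cut at about 5.5% in these data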;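 note: 100% = MG132 at 30 µM as the positive control and 0% = DMSO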
STAT3 inh – reduces IL-6 driven STAT3 reporter signal | AID 862 | 190,000 tested, 0.89% active | U3A cells, IL-6 STAT3-luciferase reporter, luminescence; host cell line lacks STAT1 | inhibition, % at 5.5 µM;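 active = inhibition above the mean inhibition across all screened compounds plus 3 SD, cut at about 44% in these data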;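 note: 0% = DMSO only wells and 100% = 100 µM nifuroxazide control wells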
Diaphorase act – diaphorase activation or chemical reduction counter-screen. 190,000 tested, 0.005% active. Diaphorase/resazurin coupled assay, resorufin fluorescence, 16 min; stronger effect = higher value; 1 = vehicle wells, 0 = NADH-free wells. activation factor at 20 µM. AID 1229;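 active = diaphorase activity raised at least twofold by the compound at 20 µM; inactive = activation factor below 2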
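Material: bacterial diaphorase enzyme (C. kluyveri); amount: enzyme 0.07 U/mL final; reagent: NADH substrate 0.114 mM plus resazurin dye 0.1 mM, final; doses: single compound dose of 20 µM, 1% DMSO final; timing: 16 min enzyme reaction, ambient temperature; measured by: fluorescence of resorufin, 544 nm excitation, 590 nm emission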
STAT1 inh – STAT1 signaling inhibition | NIH 3T3 STAT1-luciferase reporter, IFN-gamma, luminescence | inhibition, % at 5.5 µM | 200,000 tested, 0.35% active;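 active = inhibition above a set limit, the mean inhibition across all tested compounds plus 3 SD, cut at about 34% in these data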;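 note: 0% = IFN-gamma with DMSO and 100% = IFN-gamma with 300 µM nifuroxazide; values of inactives mirror those of a sister screen read the other way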
G6PDH CS – counter-screen for G6PDH assay hits: L. mesenteroides G6PDH inhibition. 200,000 tested, 0.12% active. inhibition, % at 5 µM. Purified L. mesenteroides G6PDH, diaphorase/resazurin coupled fluorescence, 45 min; in the data active = inhibition above about 50%
STAT1 activator – activators of IFN-gamma induced STAT1 signaling | NIH 3T3 STAT1-luciferase reporter, luminescence; 100% = IFN-gamma alone, no compound | activation (% of control), % at 5.5 µM | 200,000 tested, 2.6% active | AID 932;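 active = activation above the screen-wide mean activation plus 3 SD, cut at about 130% in these data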;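 note: raw ratio to IFN-gamma control signal so 100% means no change and 0% no light; values of inactives mirror those of a sister screen read the other way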
TLR4 MyD88 comp – blocks binding of human TLR4 to MyD88; O00206+Q99836; HeLa CL3-4 TLR4/MyD88 BLA complementation, FRET ratio; inhibition, % at 8.4 µM; 200,000 tested, 0.18% active; AID 861; in the data active = inhibition above about 25%;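 note: 0% = vehicle and 100% = reference inhibitor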
Target sequence (O00206 whole entry, looked up): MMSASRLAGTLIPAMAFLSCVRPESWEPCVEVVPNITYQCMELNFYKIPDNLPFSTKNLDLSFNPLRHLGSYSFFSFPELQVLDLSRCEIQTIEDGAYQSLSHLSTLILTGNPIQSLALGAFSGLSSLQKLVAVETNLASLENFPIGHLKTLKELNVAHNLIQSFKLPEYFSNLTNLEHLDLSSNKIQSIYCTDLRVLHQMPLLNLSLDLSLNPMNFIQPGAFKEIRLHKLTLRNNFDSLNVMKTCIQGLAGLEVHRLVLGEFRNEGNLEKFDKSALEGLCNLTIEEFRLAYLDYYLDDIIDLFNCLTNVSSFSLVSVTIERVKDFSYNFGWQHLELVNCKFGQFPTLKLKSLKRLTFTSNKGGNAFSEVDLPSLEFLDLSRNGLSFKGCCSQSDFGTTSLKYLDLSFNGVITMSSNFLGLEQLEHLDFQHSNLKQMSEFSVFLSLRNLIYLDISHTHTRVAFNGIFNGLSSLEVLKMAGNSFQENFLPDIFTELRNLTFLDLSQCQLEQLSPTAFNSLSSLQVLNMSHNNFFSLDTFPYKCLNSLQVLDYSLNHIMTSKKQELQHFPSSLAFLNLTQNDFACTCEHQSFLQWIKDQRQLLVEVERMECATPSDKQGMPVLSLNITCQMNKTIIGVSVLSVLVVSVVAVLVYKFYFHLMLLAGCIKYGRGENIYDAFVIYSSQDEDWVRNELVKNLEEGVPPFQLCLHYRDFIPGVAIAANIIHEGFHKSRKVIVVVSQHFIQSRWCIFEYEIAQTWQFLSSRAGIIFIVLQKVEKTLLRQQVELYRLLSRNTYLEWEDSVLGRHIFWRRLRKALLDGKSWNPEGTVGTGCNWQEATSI
Target sequence (Q99836 whole entry, looked up): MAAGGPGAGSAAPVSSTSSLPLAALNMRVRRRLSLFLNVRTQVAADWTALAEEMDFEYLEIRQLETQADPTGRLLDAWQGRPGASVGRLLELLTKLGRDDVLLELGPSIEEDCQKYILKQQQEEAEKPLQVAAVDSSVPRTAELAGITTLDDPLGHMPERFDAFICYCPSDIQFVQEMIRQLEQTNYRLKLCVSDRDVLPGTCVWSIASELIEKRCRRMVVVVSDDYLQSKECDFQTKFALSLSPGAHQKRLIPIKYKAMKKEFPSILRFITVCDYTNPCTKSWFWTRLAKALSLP
APP transl inh – APP translation inhibition | SH-SY5Y APP 5'UTR-luciferase reporter, luminescence | inhibition, % at 2 µM | 190,000 tested, 0.82% active | AID 1285;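 active = inhibition above a set limit, derived from the sample mean plus 3 SD, cut at about 45% in these data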; note: values of inactives mirror those of a sister screen read the other way
Diaph inh CS – counter-screen for diaphorase-based assays: diaphorase inhibitors and chemical oxidizers | diaphorase resazurin-to-resorufin fluorescence, NADH, 16 min; bacterial (C. kluyveri) enzyme, not human | inhibition, % at 20 µM | 190,000 tested, 0.69% active;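 active = primary screen inhibition at 20 µM above a set limit, cut at about 50% in these data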;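 note: plate controls were DMSO with full reaction for no effect and wells lacking NADH for full effect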
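Test system: Clostridium kluyveri diaphorase enzyme / Quantity: diaphorase at 0.14 U/mL in enzyme working solution / Incubation: 16-min room-temperature incubation before reading / Benchmarks: NADH-free wells as positive control, DMSO-only neutral wells / Signal: resorufin fluorescence 544/590 nm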
STAT3 act – STAT3 signaling activation; U3A cells, IL-6 STAT3-luciferase reporter, luminescence; 100% = signal with IL-6 EC80 alone; 190,000 tested, 0.91% active; activation (% of control), % at 5.6 µM; AID 871;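 active = activation above the screen-wide mean of compound activation plus 3 SD, cut at about 130% in these data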;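 note: 0% = background luminescence of wells with medium and substrate only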
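system = STAT3-luciferase reporter U3A cells | reagent = IL-6 stimulus at 33 ng/mL final | timing = 1 h compound pre-exposure, 6 h IL-6 stimulation, 37 °C | measured by = luminescence | evaluation = % activation versus median of IL-6-stimulated wells | control set = IL-6-only wells as 100% reference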
Active calls of the source: *. Hits appear at their usual frequency; overall some 6.1% were active at least once.

Screening COc1ccccc1CC(=O)O/N=C(\N)Cc1cccc2ccccc12 returned Hsp70 act -0.1, STAT3 inh -11, Diaphorase act 0.9, STAT1 inh 8, G6PDH CS -3, STAT1 activator 93, TLR4 MyD88 comp -5, APP transl inh 9, Diaph inh CS 12 and STAT3 act 120.
CC(C)c1ccc(CN2CC(C(=O)O)CC2=O)cc1 (centres undefined) was read as Hsp70 act -0.1, STAT3 inh 0, Diaphorase act 1, STAT1 inh 0, G6PDH CS 6, STAT1 activator 103, TLR4 MyD88 comp 1, Diaph inh CS -1 and STAT3 act 100.
`C/C(Cl)=C/CSc1nnc2n(N)c(=O)c3ccccc3n12` gave Hsp70 act 0.1, STAT3 inh 10, Diaphorase act 1.1, STAT1 inh 5, G6PDH CS 1, STAT1 activator 96, TLR4 MyD88 comp 2, APP transl inh 2, Diaph inh CS -9 and STAT3 act 95.
For O=C1[C@H]2[C@@H](C(=O)N1c1cc(Cl)cc(Cl)c1)[C@]1(C(=O)Nc3ccccc31)N1CCC[C@@H]21 the results were Hsp70 act 0.1, STAT3 inh -10, Diaphorase act 0.8, STAT1 inh -20, G6PDH CS 1, STAT1 activator 118, TLR4 MyD88 comp 1, APP transl inh -1, Diaph inh CS 25 and STAT3 act 113.
`O=C(CC1C(=O)NCCN1Cc1cccc(Oc2ccccc2)c1)NCCc1ccncc1` (centres undefined) gave Hsp70 act -0.1, STAT3 inh 1, Diaphorase act 0.8, STAT1 inh 1, G6PDH CS 12, STAT1 activator 97, TLR4 MyD88 comp 3, APP transl inh 17, Diaph inh CS 18 and STAT3 act 101.
`CCCCOc1ccc(CSc2nncn2N)cc1` gave Hsp70 act 0.0, STAT3 inh -6, Diaphorase act 0.9, STAT1 inh -29, G6PDH CS 2, STAT1 activator 126, TLR4 MyD88 comp -8, APP transl inh -20, Diaph inh CS 12 and STAT3 act 106.
`CCN(CC)C(=O)Cn1cc(S(=O)(=O)CC(=O)NCc2ccc3c(c2)OCO3)c2ccccc21` gave Hsp70 act -0.2, STAT3 inh 8, Diaphorase act 0.9, STAT1 inh 2, G6PDH CS 3, STAT1 activator 97, TLR4 MyD88 comp -9, APP transl inh -4, Diaph inh CS 10 and STAT3 act 100.
Cc1ccc(C(=O)N/N=C/C2=Cc3ccccc3OC2C)cc1 (centres undefined) was read as Hsp70 act -0.2, STAT3 inh -10, Diaphorase act 0.9, STAT1 inh 1, G6PDH CS -16, STAT1 activator 99, TLR4 MyD88 comp 0, APP transl inh -36, Diaph inh CS 9 and STAT3 act 112.
For CCOC(=O)N1CCC(NC(=O)C(NS(=O)(=O)c2ccc3c(c2)CCN3C(=O)CC)C(C)C)CC1 (centres undefined) the results were Hsp70 act -0.1, STAT3 inh 9, Diaphorase act 1, STAT1 inh 0, G6PDH CS 2, STAT1 activator 99, TLR4 MyD88 comp 16, APP transl inh -7, Diaph inh CS 4 and STAT3 act 96.
Screening CCNc1c(NC(C)=O)c(=O)oc2ccccc12 returned Hsp70 act -0.3, STAT3 inh -1, Diaphorase act 0.9, STAT1 inh -2, G6PDH CS 1, STAT1 activator 102, TLR4 MyD88 comp 10, APP transl inh 13, Diaph inh CS 7 and STAT3 act 100.
`CC1(NC(=O)N2CCOCC2)CCS(=O)(=O)C1` (centres undefined) gave Hsp70 act -0.3, STAT3 inh 13, Diaphorase act 1, STAT1 inh -2, G6PDH CS 10, STAT1 activator 102, TLR4 MyD88 comp 1, APP transl inh 10, Diaph inh CS -3 and STAT3 act 99.
`CC(C)CNS(=O)(=O)c1ccc(NC(=O)Cn2nc(-c3ccc(F)cc3)ccc2=O)cc1` gave Hsp70 act 0.0, STAT3 inh -14, Diaphorase act 1.1, STAT1 inh -2, G6PDH CS -1, STAT1 activator 102, TLR4 MyD88 comp 1, APP transl inh 6, Diaph inh CS -7 and STAT3 act 117.
`Cc1sc2nc(SCC(=O)N3CCN(CCO)CC3)n(-c3ccccc3)c(=O)c2c1C` gave Hsp70 act -0.2, STAT3 inh 9, Diaphorase act 0.8, STAT1 inh 18, G6PDH CS 9, STAT1 activator 85, TLR4 MyD88 comp -1, APP transl inh -7, Diaph inh CS 20 and STAT3 act 96.
For CC(NC(=O)C(Cc1ccccc1)N1C(=O)C2C3CCC(C3)C2C1=O)c1ccccc1 (centres undefined) the results were Hsp70 act -0.5, STAT3 inh 5, Diaphorase act 0.9, STAT1 inh 12, G6PDH CS 8, STAT1 activator 89, TLR4 MyD88 comp 0, APP transl inh -8, Diaph inh CS 6 and STAT3 act 101.
Screening O=C(NCCC1=CCCCC1)NC12CC3CC(CC(C3)C1)C2 returned Hsp70 act 0.1, STAT3 inh -18, Diaphorase act 0.9, STAT1 inh -48, G6PDH CS 6, STAT1 activator 144*, TLR4 MyD88 comp -14, APP transl inh -173, Diaph inh CS 9 and STAT3 act 117.
For COc1ccc(CCn2c(C(C)C)nc3c(c(=O)c4ccccc4n3C)c2=O)cc1 the results were Hsp70 act -0.2, STAT3 inh -3, Diaphorase act 0.9, STAT1 inh -9, G6PDH CS 0, STAT1 activator 108, TLR4 MyD88 comp -1, APP transl inh -2, Diaph inh CS 12 and STAT3 act 105.
CCOC(=O)C1CCCCN1Cc1ccccc1C(F)(F)F (centres undefined) was read as Hsp70 act -0.2, STAT3 inh 4, Diaphorase act 0.9, STAT1 inh 3, G6PDH CS 5, STAT1 activator 96, TLR4 MyD88 comp 2, APP transl inh 25, Diaph inh CS 9 and STAT3 act 102.
COc1ccc(Br)cc1C(=O)Nc1cccc(C)c1C was read as Hsp70 act -0.1, STAT3 inh 11, Diaphorase act 1, STAT1 inh 5, G6PDH CS 3, STAT1 activator 96, TLR4 MyD88 comp -10, APP transl inh -2, Diaph inh CS 0 and STAT3 act 90.
`COCCCN(C(=O)c1cccnc1SC)c1c(N)n(Cc2ccccc2)c(=O)[nH]c1=O` gave Hsp70 act -0.2, STAT3 inh -10, Diaphorase act 0.8, STAT1 inh -1, G6PDH CS 1, STAT1 activator 101, TLR4 MyD88 comp 6, APP transl inh -12, Diaph inh CS 17 and STAT3 act 110.
O=C(CN(c1ccc(F)cc1)S(=O)(=O)c1ccc2c(c1)OCCO2)Nc1cccnc1 was read as Hsp70 act -0.2, STAT3 inh 0, Diaphorase act 0.9, STAT1 inh -3, G6PDH CS 8, STAT1 activator 103, TLR4 MyD88 comp -3, APP transl inh -4, Diaph inh CS 10 and STAT3 act 104.
CN(C)C=NC(=O)c1cc(C(=O)c2ccccc2Cl)c[nH]1 was read as Hsp70 act -0.1, STAT3 inh 1, Diaphorase act 0.9, STAT1 inh -7, G6PDH CS 14, STAT1 activator 104, TLR4 MyD88 comp 9, APP transl inh -6, Diaph inh CS 11 and STAT3 act 103.
COc1ccc2nc(NC(=O)C3CCCN(S(=O)(=O)c4cccc5nsnc45)C3)sc2c1 (centres undefined) was read as Hsp70 act 0.2, STAT3 inh 8, Diaphorase act 0.8, STAT1 inh 0, G6PDH CS -46, STAT1 activator 100, TLR4 MyD88 comp 5, APP transl inh 2, Diaph inh CS 19 and STAT3 act 97.
`O=S1(=O)CCC(NC(=S)SCc2ccccc2Br)C1` (centres undefined) gave Hsp70 act -0.2, STAT3 inh 7, Diaphorase act 0.8, STAT1 inh 0, G6PDH CS 3, STAT1 activator 98, TLR4 MyD88 comp 1, APP transl inh 0, Diaph inh CS 22 and STAT3 act 96.
CCN(CC)c1ccc(C(=O)NN)cc1 was read as Hsp70 act -0.2, STAT3 inh -9, Diaphorase act 0.8, STAT1 inh -4, G6PDH CS 2, STAT1 activator 102, TLR4 MyD88 comp 13, APP transl inh 18, Diaph inh CS 18 and STAT3 act 111.
For COC(=O)c1ccc(OCC(O)CN2C(=O)NC(C)(C)C2=O)cc1 (centres undefined) the results were Hsp70 act 0.6, STAT3 inh 0, Diaphorase act 0.9, STAT1 inh 4, G6PDH CS 7, STAT1 activator 97, TLR4 MyD88 comp 3, APP transl inh 5, Diaph inh CS 7 and STAT3 act 104.
`COc1cccc(/C=N/n2c(C)nc3ccccc3c2=O)c1O` gave Hsp70 act -0.2, STAT3 inh 10, Diaphorase act 1, STAT1 inh -3, G6PDH CS 12, STAT1 activator 102, TLR4 MyD88 comp -4, APP transl inh 1, Diaph inh CS 3 and STAT3 act 94.
Cc1cc(C)nc(NS(=O)(=O)c2ccc(NC(=O)c3cccc(N4C(=O)CCC4=O)c3)cc2)n1 was read as Hsp70 act -0.1, STAT3 inh -3, Diaphorase act 0.9, STAT1 inh -10, G6PDH CS 16, STAT1 activator 109, TLR4 MyD88 comp 4, APP transl inh -7, Diaph inh CS 13 and STAT3 act 100.
Screening N#C/C(=C\c1cccc([N+](=O)[O-])c1)C(=O)NCc1ccc(Cl)cc1 returned Hsp70 act -0.2, STAT3 inh 9, Diaphorase act 0.9, STAT1 inh 1, G6PDH CS 8, STAT1 activator 99, TLR4 MyD88 comp 1, APP transl inh -88, Diaph inh CS 15 and STAT3 act 96.
`Cc1c(N=NC2=C(O)CCCC2=O)c(=O)n(-c2ccccc2)n1C` gave Hsp70 act -0.2, STAT3 inh 0, Diaphorase act 0.8, STAT1 inh 7, G6PDH CS 22, STAT1 activator 93, TLR4 MyD88 comp -11, APP transl inh -13, Diaph inh CS 24 and STAT3 act 102.
Screening CCOC(=O)CC(N)c1cccc([N+](=O)[O-])c1 (centres undefined) returned Hsp70 act 0.0, STAT3 inh 15, Diaphorase act 0.9, STAT1 inh 0, G6PDH CS -4, STAT1 activator 98, TLR4 MyD88 comp -14, APP transl inh 6, Diaph inh CS 7 and STAT3 act 91.
Screening Cc1cc(C)c2nc(-c3ccccn3)cc(C(=O)Nn3cnnc3)c2c1 returned Hsp70 act -0.1, STAT3 inh -27, Diaphorase act 0.9, STAT1 inh -5, G6PDH CS 0, STAT1 activator 101, TLR4 MyD88 comp 5, APP transl inh -12, Diaph inh CS 6 and STAT3 act 127.
For Cc1ccc(Cl)cc1NC(=O)COC(=O)Cn1cnc2c1c(=O)n(C)c(=O)n2C the results were Hsp70 act -0.1, STAT3 inh -1, Diaphorase act 1, STAT1 inh -2, G6PDH CS 2, STAT1 activator 100, TLR4 MyD88 comp 1, APP transl inh -22, Diaph inh CS -4 and STAT3 act 107.

2 consecutive records from above, quoted:
CCOC(=O)C1CCCCN1Cc1ccccc1C(F)(F)F (centres undefined) was read as Hsp70 act -0.2, STAT3 inh 4, Diaphorase act 0.9, STAT1 inh 3, G6PDH CS 5, STAT1 activator 96, TLR4 MyD88 comp 2, APP transl inh 25, Diaph inh CS 9 and STAT3 act 102.
COc1ccc(Br)cc1C(=O)Nc1cccc(C)c1C was read as Hsp70 act -0.1, STAT3 inh 11, Diaphorase act 1, STAT1 inh 5, G6PDH CS 3, STAT1 activator 96, TLR4 MyD88 comp -10, APP transl inh -2, Diaph inh CS 0 and STAT3 act 90.

Screening data from PubChem.
